MCF10A rereplic: A quantitative high throughput screen for small molecules that induce DNA re-replication in MCF 10a normal breast cells; MCF 10A DNA re-replication, Hoechst nuclear intensity, 48 h; Potency, µM (top dose mostly 46.1 µM), without a hit: top-dose activity, positive = re-replication, hits mostly activators; hit rate 2.9% among 350,000; AID 624296, 2012; also: % of control where 0% means no effect; nearly all actives have a fitted effect of over 50% in size
A549 tox: Nrf2 qHTS screen for inhibitors: counterscreen for cytotoxicity | hit rate 0.16% among 390,000 | A549 ARE-Fluc cells, CellTiter-Fluor viability, 18-24 h | Potency, µM (highest dose often 46 µM), for inactives: at the highest dose activity change, negative = cytotoxicity, most hits filed as inhibitors; also: % is scaled to controls: 0 for no effect and ±100 for the full control effect
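A549 ARE_Fluc cells in 5% FBS OPTI-MEM were exposed to compounds in concentration-response for 18-24 h at 37 deg C. Viability was read by CellTiter-Fluor fluorescence (Ex 405/Em 525) after 30 min, before the luciferase read.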
EPAC2 antag: qHTS for Antagonist of cAMP-regulated guanine nucleotide exchange factor 2 (EPAC2): primary screen | Rap guanine nucleotide exchange factor 4 (Homo sapiens), Q8WZA2 | EPAC2 GEF exchange of Rap1B-BODIPY-GDP, fluorescence | Potency, µM (highest dose often 114 µM), for inactives: at the top dose activity, negative = inhibition, hits mostly inhibitors | hit rate 0.18% among 360,000 | AID 720708, 2013; also: % is scaled to controls: 0 for no effect and ±100 for the full control effect; nearly all actives have a fitted effect of over 45% in size; many of its hits are not listed in these tables
Target sequence (Q8WZA2 whole entry, looked up): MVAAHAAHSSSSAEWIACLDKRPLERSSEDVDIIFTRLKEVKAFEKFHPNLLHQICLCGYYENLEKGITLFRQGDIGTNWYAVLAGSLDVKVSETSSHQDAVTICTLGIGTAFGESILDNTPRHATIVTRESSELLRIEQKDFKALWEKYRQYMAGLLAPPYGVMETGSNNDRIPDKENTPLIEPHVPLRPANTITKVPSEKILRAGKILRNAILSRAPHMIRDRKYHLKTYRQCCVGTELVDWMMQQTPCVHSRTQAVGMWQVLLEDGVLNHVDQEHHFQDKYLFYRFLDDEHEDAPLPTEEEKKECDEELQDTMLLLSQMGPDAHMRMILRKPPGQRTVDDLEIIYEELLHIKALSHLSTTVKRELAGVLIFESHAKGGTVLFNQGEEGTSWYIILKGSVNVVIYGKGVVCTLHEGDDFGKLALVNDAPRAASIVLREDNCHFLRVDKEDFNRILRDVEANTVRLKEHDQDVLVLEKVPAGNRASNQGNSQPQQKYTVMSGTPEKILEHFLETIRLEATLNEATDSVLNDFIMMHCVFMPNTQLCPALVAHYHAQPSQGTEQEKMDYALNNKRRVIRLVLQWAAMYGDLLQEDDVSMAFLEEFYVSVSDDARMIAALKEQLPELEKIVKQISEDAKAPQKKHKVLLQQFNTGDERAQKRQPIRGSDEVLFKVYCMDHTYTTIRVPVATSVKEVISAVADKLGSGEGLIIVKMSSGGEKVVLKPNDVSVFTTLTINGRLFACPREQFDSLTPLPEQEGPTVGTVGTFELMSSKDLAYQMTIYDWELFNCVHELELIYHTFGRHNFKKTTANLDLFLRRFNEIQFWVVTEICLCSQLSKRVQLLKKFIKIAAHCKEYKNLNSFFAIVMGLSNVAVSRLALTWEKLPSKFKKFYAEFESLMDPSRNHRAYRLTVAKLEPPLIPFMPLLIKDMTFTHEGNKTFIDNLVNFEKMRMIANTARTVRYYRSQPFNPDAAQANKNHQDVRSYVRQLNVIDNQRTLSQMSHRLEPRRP
ATXN2 expr inh: Primary qHTS for Inhibitors of ATXN expression; HEK-293 ATXN2-luciferase reporter, luminescence, 24 h; Potency, µM (titrated, usually from 57 µM), for inactives: at the highest dose activity change, negative = inhibition, hits mostly inhibitors; hit rate 0.72% among 360,000; also: % is scaled to controls: 0 for no effect and ±100 for the full control effect; nearly all actives have a fitted effect of over 55% in size
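qHTS (up to 57 uM final) was run with 24 h compound exposure of reporter cells at 37 °C. Each well was multiplexed: SteadyGlo luminescence measured ATXN2-luciferase expression after a fluorogenic Gly-Phe-AFC viability readout (25 uM final).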
S2 tox: Viability Counterscreen for Primary qHTS for Inhibitors of ATXN expression. S2 cells (HEK-293 line with an ATXN2-luciferase reporter) viability, CellTiter-Fluor protease fluorescence, 24 h. Potency, µM (titrated, usually from 56.7 µM), hits mostly cytotoxic. hit rate 0.49% among 400,000. AID 651635, 2014; also: nearly all actives have a fitted effect of over 40% in size
HepG2 tox: qHTS for Inhibitors of TGF-b: Cytotox Counterscreen; HepG2 CAGA-GFP viability, ATP luminescence, 18 h; Potency, µM (series often up to 46.1 µM), for inactives: at the top dose activity change, negative = cytotoxicity, actives largely listed as cytotoxic; hit rate 0.76% among 410,000; AID 588856, 2011; also: some results filed as inactive show a strong effect at the top dose
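HepG2 CAGA-GFP cells (1000/well, DMEM with 1% FBS) received compound, then TGF-beta at 500 pg/mL final, and were incubated 18 hours at 37 degrees C. Viability was read by CellTiter-Glo luminescence. Media-only wells were set as complete cell-killing and DMSO as no toxicity.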
TGFb SMAD3 inh: qHTS for Inhibitors of TGF-b. HepG2 CAGA-GFP TGF-b/SMAD3 reporter, GFP fluorescence, 18 h; TGF-beta stimulated, 500 pg/mL final. Potency, µM (doses to about 46.1 µM), without a hit: top-dose activity, negative = inhibition, most hits filed as inhibitors. hit rate 1.2% among 410,000. AID 588855, 2011; also: % is scaled to controls: 0 for no effect and ±100 for the full control effect; nearly all actives have a fitted effect of over 65% in size
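Smad-responsive CAGA-GFP expression was quantified in HEPG2 cells exposed to compounds and 500 pg/mL final TGF-beta for 18 h at 37 degrees C; unstimulated wells defined full inhibition.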
Nrf2 inh: Nrf2 qHTS screen for inhibitors. A549 ARE-Fluc reporter, luciferase luminescence, 18-24 h. hit rate 2.1% among 360,000. Potency, µM (top dose mostly 46 µM), for inactives: at the highest dose activity change, negative = inhibition, usual class: inhibitors; also: % is scaled to controls: 0 for no effect and ±100 for the full control effect; nearly all actives have a fitted effect of over 60% in size
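A549 ARE_Fluc cells, 5000/well, 5% FBS OPTI-MEM; compounds in dose-response, 18-24 h at 37 °C/5% CO2; CellTiter-Fluor viability read (Ex 405/Em 525), then BugLite luciferase luminescence = Nrf2 activity.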
Nrf2 activator: qHTS of Nrf2 Activators. AREc32 ARE-luciferase reporter (MCF7-derived line), luminescence, 24 h. Potency, µM (titrated, usually from 46.1 µM), for inactives: at the highest dose activation, most hits filed as activators. hit rate 0.31% among 410,000; also: % of control where 0% means no effect; nearly all actives have a fitted effect of over 65% in size
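AREc32 cells carrying an ARE-driven firefly luciferase reporter were seeded at 1000 cells/well in OPTI-MEM with 5% FBS, then exposed to compound for 24 hr at 37 deg C. Luminescence was read with Steady-Glo after 30 min at RT.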
Numbers without * were called inactive; i = inactive; ? = inconclusive; / = no result given; & = joins results of further samples; [ ] = remark or other dose. Calls follow the shape of the dose curve; as a rule, active = well fitted curve in the direction sought with a large enough effect; inconclusive = small, poorly fitted or top-dose-only effect, or another doubt; inactive = no such curve, though single readings can be large; an effect the other way counts as inactive or inconclusive. Potency is read from the fitted curve at half-maximal effect.

Values in the order: EPAC2 antag | A549 tox | ATXN2 expr inh | MCF10A rereplic | TGFb SMAD3 inh | Nrf2 activator | HepG2 tox | Nrf2 inh | S2 tox
1) CCc1cccc(C)c1NC(=O)C1CC(=O)N(C2CCCC2)C1 (configuration not stated)
 : 0% | 4% | -1% | -1% | 13% | -0.6% | 14% | 17% | i
2) CC(C)N(C(=O)CSc1nn2c(=O)c(C(C)(C)C)nnc2s1)c1ccccc1
 : 12% | -11% | -9% | -1% | 0% | 2.7% | -1% | ? | i
3) CCOc1cc(/C=C/C(=O)OCC(=O)N(CC)C2CCS(=O)(=O)C2)cc(Cl)c1OC (configuration not stated)
 : -13% | / | / | / | 5% | 0.1% | 9% | / | i
4) CC(=O)Nc1ccc(Oc2ccc(S(=O)(=O)N3CCCC3)cn2)cc1
 : 4% | 9% | / | 9% | 0% | 2.8% | 1% | -8% | i
5) Cc1nnc(SCc2nnc(-c3ccccc3Br)o2)s1
 : -7% | -3% | 45%[activator] | -4% | 12% | 19% | 9% | ? | i
6) C=C(C)C(=O)Nc1cccc(C2=NOC3(C2)C[C@H](C(N)=O)N(C(=O)C(c2ccccc2)c2ccccc2)C3)c1 (some centres not stated)
 : -2% | 0% | -3% | -4% | -23% | 3.9% | -7% | -7% | i
7) Nc1nc(-c2ccc(Br)s2)c(Br)s1
 : -2% | 3% | 19% | 21µM* | -14% | ? | -16% | 5% | i
8) CC(=O)c1sc(NC(=O)CCS(=O)(=O)c2ccccc2)nc1C
 : 8% | ? | ? | 2.9µM* | 18µM* | ? | -78% | 21µM* | ?
9) Cc1ccc2c(=O)n3c(nc2c1)C(Cc1ccc(O)cc1)NC(=O)c1cc2ccccc2cc1-3 (configuration not stated)
 : 2% | / | ? | / | ? | -2.7% | -32% | / | ?
10) CCOc1c2ccc(C(=O)NCc3cc(C(F)(F)F)cc(C(F)(F)F)c3)cc2nn1C
 : 12% | -1% | 0% | 8% | ? | -1.0% | 11% | -22% | ?
11) ClC1(Cl)CC1CSc1nc2ccccc2[nH]1 (configuration not stated)
 : -11% | -9% | 28% | 8% | 9% | 4.5% | -17% | ? | /
12) CCOC(=O)N1CCN(C(=O)COC(=O)CSc2cc(C)c(Br)cc2C)CC1
 : -5% | -5% | 1% | -13% | 0% | 0.0% | -6% | 3% | i
13) CC(=O)OC[C@@H]1CN(Cc2ccccc2)C[C@H](n2cnc3c(N(C)C(C)C)ncnc32)O1
 : -4% | / | -10% | / | 1% | 0.7% | -15% | / | i
14) CN(C)c1nn2c(-c3ccccc3)nnc2o1
 : 0% | / | / | / | -5% | 9.2% | -23% | / | i
15) Cc1csc(C2=C(O)CN(CCc3ccccc3)C2=N)n1
 : 25% | 1% | -20% | -10% | -4% | 0.0% | -5% | -5% | i
16) Cc1ccc(C(=O)Oc2ccc3c(c2)ncn3C)cc1
 : 3% | -5% | 1% | ? | -6% | 0.8% | -10% | 3% | i
17) CCCSc1ccc([C@@H]2[C@@H]3C(=O)N(CC)C(=O)[C@@H]3[C@]3(C(=O)OC)CCCCN23)cc1
 : -20% | 8% | -12% | 2% | ? | 3.0% | -15% | -24% | i
18) COc1ccc(-n2c(C(C)(C)C)csc2=Nc2c(C)n(C)n(-c3ccccc3)c2=O)cc1
 : 2% | -1% | -2% | 3% | -4% | 0.1% | -12% | -10% | i
19) Cc1ccc2c(c1)c1nnc(SCC(=O)Nc3cccc(Cl)c3C)nc1n2CC(=O)O
 : -5% | 1% | 6% | ? | -4% | -0.2% | -1% | 0% | i
20) COc1ccc2cc[nH]c2c1
 : 5% | 2% | -6% | -3% | ? | 0.8% | 11% | -5% | i
21) CCC(=O)N(Cc1cc2c(C)cc(C)cc2[nH]c1=O)C1CCCCC1
 : 4% | -9% | 0% | 11% | 3% | 8.5% | -33% | 16% | i
22) CN1C(=O)/C(=C/C=C2\SCCN2C)N(C)C1=S
 : ? | -13% | 9%[11.3 µM] | -1% | -11% | 2.2% | -21% | ? | ?
23) Cn1c(C(=O)N2CCN(Cc3ccccc3)CC2)cc2c(=O)n(C)c3ccccc3c21
 : -13% | 1% | -12% | -7% | -5% | 2.8% | -21% | 20% | i
24) Cc1nn(C)c(Oc2ccc(Cl)cc2)c1C=O
 : 0% | -10% | -3% | 202%[0.0737 µM] | ? | -0.6% | 7% | ? | i
25) COc1ccc(NC(=S)N2CCN(C(c3ccccc3)c3ccccc3)CC2)c(OC)c1
 : 4% | 0% | -48% | 20% | -3% | 3.6% | 6% | -20% | i
26) CCNC(=O)COc1cc(C)c(Br)c(C)c1
 : 14% | 11% | -8% | ? | 5% | 0.3% | 7% | -17% | i
27) Cc1cc(NCc2ccccc2Cl)n2nnnc2n1
 : 1% | -4% | -17% | -1% | 0% | 1.4% | 14% | / | i
28) CCOc1ccc(N2CC(C(=O)Nc3cccc(S(=O)(=O)N4CCCCC4)c3)CC2=O)cc1 (configuration not stated)
 : -1% | -5% | ? | -8% | ? | 2.4% | -4% | ? | ?
29) CCCCNC(=O)C1(C)CCCCN1Cc1ccc(-c2ccccc2)cc1 (configuration not stated)
 : 2% | / | -26% | / | -19% | -1.0%[9.22 µM] | -5% | / | i
30) CC(=O)c1ccc(S(=O)(=O)NCCC(=O)OCC(=O)N2CCCC2=O)cc1
 : 24% | -2% | 7% | -2% | 10% | 0.0% | 7% | 9% | i
31) Cn1cnc2c1c(=O)n(Cc1cccc(Br)c1)c(=O)n2C
 : 7% | -9% | 7% | 203%[0.0737 µM] | -8% | 0.3% | 18% | -5% | i
32) c1cncc(CNc2ncnc3ccc(-c4cccnc4)cc23)c1
 : 25% | 2% | 2% | 39% | 13% | -1.8% | 2% | -7% | i
33) O=C(Nc1cccc(F)c1)N1CC=C(c2ccc(Cl)cc2)CC1
 : -1% | -12% | 6% | ? | -2% | 2.4% | -10% | -16% | i
34) O=C(c1ccc2c(c1)N(Cc1cccc(Cl)c1)C(=O)c1ccccc1S2(=O)=O)N1CCN(c2ccccn2)CC1
 : 7% | 12% | / | 6% | -25% | -1.0% | -15% | ? | i
35) CN(CC(=O)Nc1c(Cl)cccc1Cl)C(=O)CC1OC(=O)c2ccccc21 (configuration not stated)
 : 4% | 5% | 5% | 1% | 2% | -1.6% | 5% | 9% | i
36) CSc1cccc(NC(=S)N2CCC(c3ccccc3)C2)c1 (configuration not stated)
 : -5% | 9% | 23% | 11% | -20% | 3.1% | -24% | ? | i
37) O=C(c1c[nH]c2ccc(F)cc2c1=O)N1CCCCCC1
 : 1% | 2% | 8% | -2% | -29% | -0.4% | 3% | 5% | i
38) Cc1ccccc1NC(=O)NNC(=O)c1ccc2ccccc2c1O
 : -4% | 14% | 3% | ? | -6% | 0.0% | -74% | -2% | i
39) CCOC(=O)c1cnc2c(Cl)cccc2c1NCCCN1CCOCC1
 : -1% | -5% | / | 9% | 2% | 0.8% | -2% | -10% | ?
40) COc1cccc(NC(=O)CN2C(=O)CSc3ccc(S(=O)(=O)N4CCOCC4)cc32)c1
 : -6% | 6% | / | -4% | -10% | -0.7% | -14% | 10% | ?
41) CCc1nnc(NC(=O)CCc2ccc(C)o2)s1
 : 9% | -1% | 4% | 0% | 14% | 0.4% | -16% | 4% | i
42) CCOCCn1ccc2c(OCC(=O)Nc3ccc(OC)cc3OC)cccc2c1=O
 : 21% | -1% | -10% | 4% | 15% | -0.3% | -1% | -11% | i
43) COC(=O)c1ccccc1S(=O)(=O)N1CCC(C(=O)NCC2CCCO2)CC1 (configuration not stated)
 : -6% | -11% | 0% | 0% | ? | -0.3% | 3% | 13% | i
44) CCOC(=O)c1cc(CC)sc1N1C(=O)CC(Sc2ncccc2C(=O)O)C1=O (configuration not stated)
 : 5% | -5% | -2% | 3% | 1% | 2.3% | 6% | 5% | i
45) O=C(O)C(Cc1ccccc1)N1C(=O)c2c(Cl)c(Cl)c(Cl)c(Cl)c2C1=O (configuration not stated)
 : -26% | -3% | -10% | -3% | 0% | 25% | 6% | -1% | i
46) COc1ccc(NC(=O)CN2C(=O)NC3(CCCCCCC3)C2=O)cc1
 : -4% | -13% | 2% | 2% | -12% | 2.6% | -9% | -14% | i
47) C[C@H](CO)N1C[C@H](C)[C@@H](CN(C)S(C)(=O)=O)Oc2ccc(NC(=O)CCN3CCOCC3)cc2C1=O
 : 1% | 0% | 4% | 5% | -1% | -1.1% | -2% | -4% | i
48) CCN1CCN(c2cc(=O)n(C3CCCCC3)c(=O)[nH]2)CC1
 : 10% | 3% | 3% | 3% | -13% | -0.3% | 2% | 18% | i
49) O=C1[C@@H]2Cc3c([nH]c4ccccc34)C(c3ccccc3)N2C(=O)CN1CCO (some centres not stated)
 : 3% | -1% | 8% | -5% | 5% | 0.2% | 12% | 1% | i
50) COc1ccccc1NC(=O)c1nc(S(=O)(=O)Cc2ccccc2)ncc1Cl
 : 3% | -27% | ? | ? | 4.5µM* | ? | -40% | ? | ?
51) Cn1c2ccc(F)cc2c2nnc(SCCN3CCCCC3)nc21
 : 3% | 15%&-12% | -2% | -6% | -19%&-35% | 12%&3.5% | -26%&-12% | ? | i
52) COC(=O)C1CCN(C(=O)c2ccccc2NC(C)=O)CC1
 : 11% | -1% | 5% | 1% | -18% | 0.3% | 3% | 6% | i
53) Cc1ccc(-c2nn(-c3ccccc3)cc2CC(=S)N2CCOCC2)cc1
 : -4% | 8% | / | -1% | ? | 3.1% | -2% | -20% | i
54) O=C(Oc1cccc2c(O)cccc12)c1ccccc1Cl
 : -19% | 0% | 15% | ? | 1% | ? | -14% | ? | i
55) O=C(NC(=S)Nc1ccccc1N1CCCC1)c1ccc([N+](=O)[O-])cc1
 : 17% | 1% | -3% | 3% | -19% | 7.7% | 9% | 17% | i
56) Cc1ccc(C(c2nnnn2CC2CCCO2)N2CCN(c3cccc(C)c3C)CC2)cc1 (configuration not stated)
 : -3% | 11% | -11% | 24% | -52% | 2.2% | 32% | / | i

Compound activity: PubChem BioAssay, National Center for Advancing Translational Sciences (NCATS)

A portion of the library. The share of hits here may be higher or lower than overall.
